Assay outcomes: PubChem BioAssay, several laboratories
tolC growth inh: blocks growth of E. coli BW25113 tolC mutant; OD615; growth inhibition, % at 10 µM (by protocol); hit rate 2.2% among 65,000;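 active means growth inhibition at or above a cutoff equal to the mean over every tested compound plus 3 SD, cut at about 60% in these data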;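 further: growth measured after 20 h incubation at 37 °C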
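Test system – E. coli BW25113 ΔtolC::kan, tolC deletion mutant strain · Detection – OD at 615 nm · Buffer or medium – LB with kanamycin 50 µg/mL · Times – 20 h compound exposure of bacteria at 37 °C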
AP complement: alternative pathway complement inhibition, orthogonal assay | Human serum alternative complement pathway, LPS-coated ELISA, C3 deposition; tested in compound mixtures | inhibition, % at 5 µM | hit rate 0.08% among 62,000 | AID 1235;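 active means inhibition above 30% in each of the two pooled mixtures holding the compound, so the lower value exceeds 30%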;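 further: 0% = serum in Mg-EGTA without compound and 100% = EDTA serum blank; some compounds past the cut are filed as inactive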
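Test system: human serum complement alternative pathway, C3 deposition onto LPS / Medium: Mg2+-EGTA GVB++ buffer containing human serum at 1:15 dilution / Probe or stimulus: Plate-bound LPS / Times: 1 h at 37 °C / Signal: ELISA with HRP anti-human C3 antibody, TMB substrate, absorbance 450 nm / Measure: percent inhibition / Repeats: two pool placements per compound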
DUSP1 inh: human dual specificity phosphatase 1 inhibition. hit rate 0.15% among 65,000. recombinant MKP-1, OMFP hydrolysis fluorescence. AID 374. inhibition, %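 (compounds tested at a single concentration somewhere between 10 and 100 µM)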;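 active means inhibition above about 50%, limit read from the data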;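 further: 0% = DMSO max control wells and 100% = wells with enzyme stopped by NaOH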
Target sequence (P28562 whole entry, looked up): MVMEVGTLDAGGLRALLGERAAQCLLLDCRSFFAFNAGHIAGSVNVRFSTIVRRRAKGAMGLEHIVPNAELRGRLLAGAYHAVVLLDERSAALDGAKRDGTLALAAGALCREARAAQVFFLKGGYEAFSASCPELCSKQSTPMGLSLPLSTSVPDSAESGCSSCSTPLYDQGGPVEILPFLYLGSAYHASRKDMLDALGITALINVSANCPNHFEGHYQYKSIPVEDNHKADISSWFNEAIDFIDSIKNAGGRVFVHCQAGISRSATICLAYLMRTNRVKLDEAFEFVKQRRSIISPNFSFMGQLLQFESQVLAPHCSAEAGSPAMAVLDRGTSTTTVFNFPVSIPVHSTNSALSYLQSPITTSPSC
CatB mix inh: inhibitors of human cathepsin B in compound mixtures; P07858; Purified cathepsin B, AMC dipeptide fluorescence; inhibition, %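 (ten-compound pools at 5 µM per compound and 50 µM total)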; hit rate 0.06% among 62,000; AID 488; in the data active means inhibition above about 22%, passing the limit was not always enough;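 further: 0% = enzyme without compound and 100% = no enzyme blank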
Cdc25B block: human M-phase inducer phosphatase 2 inhibition; recombinant Cdc25B, OMFP fluorescence Ex485/Em525; inhibition, %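 (compounds tested at 10 µM final in the well)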; hit rate 0.1% among 65,000; in the data active means inhibition above about 50%
D1 mod: allosterically modulates the human D1 dopamine receptor; P21728; HEK293 D1, CRE-luciferase, dopamine EC30 potentiation; actives deviate in either direction; B-score at 10 µM; hit rate 5.9% among 58,000; AID 641;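 active means luminescence count or its row- and column-corrected plate score outside the 99.7% band of the plate's sample wells, on either side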
Target sequence (P21728 whole entry, looked up): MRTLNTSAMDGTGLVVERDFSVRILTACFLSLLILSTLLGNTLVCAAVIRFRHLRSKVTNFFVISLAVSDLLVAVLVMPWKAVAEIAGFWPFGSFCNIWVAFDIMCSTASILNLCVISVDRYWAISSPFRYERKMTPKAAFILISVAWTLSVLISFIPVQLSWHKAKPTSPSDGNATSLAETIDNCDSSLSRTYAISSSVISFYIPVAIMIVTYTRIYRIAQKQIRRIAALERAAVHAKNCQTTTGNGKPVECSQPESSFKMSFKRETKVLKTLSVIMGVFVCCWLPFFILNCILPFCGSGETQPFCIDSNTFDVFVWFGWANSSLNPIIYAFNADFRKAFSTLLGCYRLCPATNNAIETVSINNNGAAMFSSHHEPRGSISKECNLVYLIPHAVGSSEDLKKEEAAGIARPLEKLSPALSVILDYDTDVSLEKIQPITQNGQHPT
Hsp90 inh: displaces geldanamycin probe from tumor Hsp90; P07900; NCI-N417 lysate Hsp90, Cy3B-geldanamycin FP displacement; inhibition, % at 30 µM; hit rate 0.35% among 64,000;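 active means inhibition above 50%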;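 further: 0% = tracer plus lysate wells and 100% = tracer alone without lysate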
CatB inh: human cathepsin B inhibition; hit rate 0.1% among 63,000; inhibition, %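 (tested at 10 µM)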; P07858; AID 453; purified cathepsin B, fluorogenic substrate, fluorescence; in the data active means inhibition above about 21%;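 further: 0% = enzyme with no compound and 100% = no enzyme blank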
E coli RNAP: Escherichia coli RNA polymerase inhibition; P0A8V2; E. coli RNA polymerase, fluorescence transcription assay; inhibition, %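 (tested at 10 µM)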; hit rate 0.2% among 62,000; in the data active means inhibition above about 20%;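 further: 0% = enzyme without compound and 100% = no enzyme blank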
An asterisk follows results filed as active; x = no result given.

Structure,tolC growth inh,AP complement,DUSP1 inh,CatB mix inh,Cdc25B block,D1 mod,Hsp90 inh,CatB inh,E coli RNAP
CCN(CC)CCNC(=O)CCc1n[nH]c(=O)c2ccccc12,-18,13,2,3,-4,-0.43,-2,-4,9
CN(C1CCCCC1)S(=O)(=O)c1ccc(C(=O)O)cc1,-7,-2,18,-5,4,1.6,-1,13,5
COCC(=O)Nc1nc2n(n1)C(c1ccc(Cl)cc1)CC(c1ccc(OC)cc1)N2 (stereo not drawn),23,0,23,2,4,-0.38,3,5,-4
Cc1ccc2oc(=O)c3cnn(CC(=O)NC4CCC(C)CC4)c3c2c1 (stereo not drawn),0,28,14,2,-9,x,-6,0,-1
N#CCCN(CC(=O)O)S(=O)(=O)c1ccccc1,-17,5,1,2,4,0.018,2,0,x
COc1cccc(N2CCN(c3ncnc4c3[nH]c3ccccc34)CC2C)c1 (stereo not drawn),2,x,-12,x,4,x,-1,1,0
COc1ccc(N(CC(=O)N2CCc3ccccc3C2)S(=O)(=O)c2c(C)nn(C)c2C)cc1,13,2,33,7,-11,x,-3,14,2
COC(=O)C1C2C=CC3(CN(C(C)c4ccc(OC)cc4)C(=O)C13)O2 (stereo not drawn),-25,-11,-16,-1,4,-0.17,-4,3,0
CC1(c2ccc(OC(F)F)cc2)NC(=O)N(CC(=O)NC2CCCCC2)C1=O (stereo not drawn),8,10,-1,-2,2,-0.18,-1,-1,-9
O=C(Nc1ccc(Nc2ccccc2)cc1)N1CCOCC1,-5,11,21,3,-1,-1,19,6,-3
Cc1cc(NC(=O)c2ccco2)ncc1NC(=O)Cc1ccccc1,-14,13,-4,0,-6,-2.2,-2,1,7
Cc1ccc(CNC(=O)CNS(=O)(=O)c2cccc3nsnc23)cc1,-8,18,-1,5,-12,0.78,-3,2,6
CCN(CC(=O)Nc1ccc2c(c1)OCO2)Cc1nc2ccccc2c(=O)[nH]1,4,5,-8,3,5,0.8,-2,2,5
COc1ccc(/C(O)=C2/C(=O)C(=O)N(CCN3CCOCC3)C2c2ccccn2)cc1OC (stereo not drawn),10,x,-7,x,3,x,-7,x,x
O=C(O)c1cccc(C(=O)Cc2ccccc2)c1,-7,8,2,5,0,-0.006,-1,-1,10
COCC(=O)Nc1cccc2ccccc12,-10,9,0,4,-1,-0.082,1,1,10
Cc1ccc(NC(=O)N2CCC(C(=O)NCc3ccc(F)cc3)CC2)cc1,-26,-5,7,6,12,-0.5,-3,-1,6
CC(=N\O)/C(CN(C)C)=N/O,-5,-11,-19,1,6,0.12,0,-4,13
CCc1c(O)nc(N2CCN(Cc3ccccc3)CC2)[nH]c1=O,-13,7,-8,3,-1,x,-2,0,11
O=C(Cn1c(=O)oc2cc(S(=O)(=O)NCc3ccccc3)ccc21)NCc1ccco1,-11,11,-3,3,-11,-0.22,-4,0,7

In the list so far, 2 have fluorine.
Structure,tolC growth inh,AP complement,DUSP1 inh,CatB mix inh,Cdc25B block,D1 mod,Hsp90 inh,CatB inh,E coli RNAP
CC1(c2ccc(OC(F)F)cc2)NC(=O)N(CC(=O)NC2CCCCC2)C1=O (stereo not drawn),8,10,-1,-2,2,-0.18,-1,-1,-9
Cc1ccc(NC(=O)N2CCC(C(=O)NCc3ccc(F)cc3)CC2)cc1,-26,-5,7,6,12,-0.5,-3,-1,6

Later entries:
Structure,tolC growth inh,AP complement,DUSP1 inh,CatB mix inh,Cdc25B block,D1 mod,Hsp90 inh,CatB inh,E coli RNAP
C=CCc1cccc(CNc2c(C)n(C)n(-c3ccccc3)c2=O)c1O,40,-2,11,-2,-4,-0.033,2,-3,2
COc1ccccc1Cn1c(-c2ccco2)nc2nc3ccccc3nc21,-1,4,7,0,6,12*,-17,0,-2
CCOC(=O)c1ccc(N2C(=O)C3ON(c4ccccc4)C(c4ccco4)C3C2=O)cc1 (stereo not drawn),6,11,4,3,-4,-0.2,-1,0,7
O=C(Nc1ccccc1-c1ccccc1)c1ccco1,-3,4,2,4,-1,3.4,-4,3,9
COc1ccc(S(=O)(=O)C(C#N)c2nc3ccccc3nc2N2CCCC(C)C2)cc1 (stereo not drawn),68*,11,-9,0,6,0.37,-5,1,0
CCN(CC)c1ccc(NC(=O)COc2ccc(C)cc2)cc1,15,6,8,-2,-8,-0.15,0,2,4
COc1ccc(Nc2nc(-c3sc(N)nc3C)cs2)cc1,0,3,13,-11,-8,-0.71,0,2,8
CCCCn1c(SCC(=O)OCC)nnc1-c1ccoc1C,4,-3,0,1,-3,0.055,-5,-5,4
COc1ccc(OC)c(NC(=O)CSc2nc(C)cs2)c1,6,8,2,-2,-3,0.28,-2,-4,8
O=C1N2CCCc3cccc(c32)C12Nc1ccccc1S2 (stereo not drawn),29,8,13,-5,-7,0.31,-9,1,5
CCOc1cc(C2Nc3ccccc3C(=O)N2c2ccccc2)ccc1O (stereo not drawn),-5,-11,-8,-1,4,-0.76,-2,3,3
COc1ccccc1Oc1ccc(S(=O)(=O)NCc2ccccn2)cc1,8,-21,-12,-4,-3,-1.3,-5,2,-6
Cc1cc(C)cc(NC(=O)N2CCC(c3nc4ccccc4o3)CC2)c1,49,8,22,5,-9,-0.11,-4,-3,3
Cc1cc(NC(=O)CCC(=O)N(c2ccccc2)C(C(=O)NC2CCCC2)c2ccncc2)no1 (stereo not drawn),-1,6,26,-2,-4,-0.062,-5,0,3
Cn1c(SCC(=O)OC2CCCCC2)nnc1-c1ccc2c(c1)OCO2,4,21,19,-2,2,1.7,-3,-4,-8
COc1cccc(NC2SC(=O)N(c3ccccc3)C2=O)c1 (stereo not drawn),-14,13,4,0,-10,0.29,0,7,2
c1ccc2c(c1)CCN(Cc1nnnn1Cc1ccc3c(c1)OCO3)C2,13,-5,9,2,-12,x,-3,4,5
Cc1cccc(C)c1OCc1nnc2c3cnn(C)c3ncn12,-3,-12,2,1,-1,0.4,-3,5,8
Cc1nn(C)cc1NC(=O)CCSc1nc(-c2ccco2)cc(C(F)(F)F)n1,22,0,-4,4,4,1,-4,3,-2
CCOc1ccccc1NC(=O)CSc1nnc(-c2ccccc2Cl)n1Cc1ccco1,31,9,-15,4,-7,-0.19,-5,1,5
O=C(Nc1ccc2c(c1)OCCO2)C1CCN(S(=O)(=O)c2ccc(Br)s2)CC1,25,22,6,6,4,-0.69,-7,-6,8
Cc1ccc2nc(NC3=NCN(C4CCCCC4)CN3)nc(C)c2c1,-21,-11,-3,3,-8,-0.42,0,-4,9
CCCCOc1ncnc2c1[nH]c1ccccc12,12,-10,29,0,-2,-1,-7,3,-12
CCOC(=O)C1=C(C)NC(=O)CC1c1ccccc1 (stereo not drawn),1,0,-6,-2,2,1.2,0,6,11
CN(C(=O)COc1cccc(Br)c1)C1CCS(=O)(=O)C1 (stereo not drawn),-26,11,5,2,-11,-0.071,2,4,5
CCCCC(=O)Nc1nn(CCC)c2nc3ccccc3cc12,-16,22,8,4,0,1.9,-6,2,8
CCOC(=O)C1CCN(S(=O)(=O)c2ccc3[nH]c(=O)oc3c2)CC1,21,6,8,-2,-7,-0.0085,-2,1,4
COc1ccc2nc(NC(=O)c3ccoc3C)sc2c1,-13,19,-5,7,0,-4.3*,-6,2,5
CCOc1cccc(-c2nnc(SCC(=O)Nc3cccc(OC)c3)n2N)c1,-18,26,21,-8,-7,-0.66,-2,-3,2
CN(C)c1ccc(C(c2nnnn2C2CCCCC2)N2CCN(C(=O)c3ccco3)CC2)cc1 (stereo not drawn),-12,-1,-11,3,-12,x,-2,3,4

Reprinted at random: 2 records from the list.
Structure,tolC growth inh,AP complement,DUSP1 inh,CatB mix inh,Cdc25B block,D1 mod,Hsp90 inh,CatB inh,E coli RNAP
CCCCC(=O)Nc1nn(CCC)c2nc3ccccc3cc12,-16,22,8,4,0,1.9,-6,2,8
Cc1ccc2nc(NC3=NCN(C4CCCCC4)CN3)nc(C)c2c1,-21,-11,-3,3,-8,-0.42,0,-4,9

Next section
Structure,tolC growth inh,AP complement,DUSP1 inh,CatB mix inh,Cdc25B block,D1 mod,Hsp90 inh,CatB inh,E coli RNAP
Oc1ccc2ccccc2c1CN1CCN(c2ccccc2F)CC1,-20,3,-16,-6,-58,-0.6,44,x,6
O=C(NCC1CCCO1)c1ccc2c(c1)C(=O)N(C1CCCCC1)C2=O (stereo not drawn),-2,3,4,2,-13,x,-3,-10,8
CCCCOC(=O)C1=C(C)Nc2ncnn2C1c1cc(OC)c(OC)cc1OC (stereo not drawn),-4,21,25,5,2,0.071,-3,-6,-1
O=C(c1cnn2c(C(F)(F)F)cc(-c3ccco3)nc12)N1CCCc2ccccc21,-9,9,9,2,-4,0.23,1,-1,-1
COCCNc1nc(=S)[nH]c2cc(OC)c(OC)cc12,-6,-4,13,-1,-4,0.062,-2,1,-8
Cc1nc2ccccc2n1-c1nc(-c2ccco2)cc(C(F)(F)F)n1,-5,17,13,2,-14,-1.1,-3,1,0
O=C1CC(N2CCN(c3ccccc3Cl)CC2)C(=O)N1c1ccccc1 (stereo not drawn),7,15,9,2,-2,-1.1,-3,0,-3
COc1ccc2[nH]c(=O)c(CN(Cc3nnnn3Cc3ccccc3)CC3CCCO3)cc2c1 (stereo not drawn),-2,-6,26,-2,3,x,-2,-1,-3
CS(=O)(=O)N1CCc2cc(C(=O)OCC(=O)c3ccccc3)ccc21,-21,3,-6,0,-5,-0.22,-2,-2,6
NC(=O)CCn1nc(-c2ccccc2)c2ccccc2c1=O,-2,19,11,4,-17,-0.21,x,1,4
N#CCCN1CCN(CCC#N)CC1,-27,-9,-29,10,5,x,-1,0,8
N#Cc1c(C(F)(F)F)cc(-c2ccccc2)nc1SCc1nc(N)nc(N2CCOCC2)n1,0,12,25,-3,2,-0.53,-3,0,-1
Cc1ccccc1OCCNC(=O)CNC(=O)c1ccccc1O,19,6,7,1,-4,0.16,1,-2,0
